# KCNQ2 block: KCNQ2 channel blockers in CHO-K1 cells – cell-based, FluxOR thallium flux, B-score, primary screen (AID 2156) | O88943 | 20 min; active compounds read low | B-score at 10 µM | 310,000 tested, 1.1% active;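 active = fluorescence ratio B-score at most minus 3 library SDs, with starting brightness B-score within 2 library SDs, cut at about -5.5 in these data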
# STK33 inh: inhibitors of human STK33 kinase | 320,000 tested, 0.073% active | inhibition, % at 10 µM | purified STK33, MBP phosphorylation, ADP-Glo luminescence;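 active = inhibition at or above 25%, using the most active replicate where run in duplicate; inactive = inhibition below 25%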
# Target sequence (Q9BYT3 whole entry, looked up): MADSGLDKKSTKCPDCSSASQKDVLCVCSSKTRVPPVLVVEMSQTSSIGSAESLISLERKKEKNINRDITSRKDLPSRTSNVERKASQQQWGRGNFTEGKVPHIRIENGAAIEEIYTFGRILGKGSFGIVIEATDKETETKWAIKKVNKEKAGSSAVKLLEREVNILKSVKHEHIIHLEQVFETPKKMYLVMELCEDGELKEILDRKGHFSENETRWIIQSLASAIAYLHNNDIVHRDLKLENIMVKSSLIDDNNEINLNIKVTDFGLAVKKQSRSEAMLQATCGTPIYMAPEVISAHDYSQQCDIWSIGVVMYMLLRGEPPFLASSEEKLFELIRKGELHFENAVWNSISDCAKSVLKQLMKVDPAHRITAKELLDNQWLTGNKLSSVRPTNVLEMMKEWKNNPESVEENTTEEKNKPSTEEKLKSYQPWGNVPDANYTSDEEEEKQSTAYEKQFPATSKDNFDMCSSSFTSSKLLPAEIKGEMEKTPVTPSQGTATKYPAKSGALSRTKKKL
# OX1R antag: blocks the human orexin 1 receptor | O43613 | OX1R-expressing cells, FRET antagonist read-out | inhibition, % at 6.6 µM | 330,000 tested, 1.8% active; in the data active = inhibition mostly above about 38%, no sharp cut-off; inactive = mostly below about 40%;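 also: 0% = agonist challenge alone and 100% = reference antagonist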
# Target sequence (O43613 whole entry, looked up): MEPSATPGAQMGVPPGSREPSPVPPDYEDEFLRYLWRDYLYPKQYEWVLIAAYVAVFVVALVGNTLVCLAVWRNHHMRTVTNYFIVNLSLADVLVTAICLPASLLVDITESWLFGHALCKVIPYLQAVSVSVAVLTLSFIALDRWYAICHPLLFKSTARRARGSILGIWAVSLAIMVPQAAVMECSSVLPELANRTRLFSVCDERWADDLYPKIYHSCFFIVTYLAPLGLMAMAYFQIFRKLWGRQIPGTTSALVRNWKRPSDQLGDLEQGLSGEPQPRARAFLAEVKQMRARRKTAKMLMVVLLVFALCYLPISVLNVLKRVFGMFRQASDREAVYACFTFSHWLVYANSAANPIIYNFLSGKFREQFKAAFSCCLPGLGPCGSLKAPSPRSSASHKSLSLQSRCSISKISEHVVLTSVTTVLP
# The depositor's hits bear a star; i = inactive; / = no result given.
compound,KCNQ2 block,STK33 inh,OX1R antag
CCCCCCCCN1C(=O)N(C)C(N(O)C(=O)NC)C1(C)C (stereo not drawn),i,0.1,8
CCCCCCCCC1=NCCc2c1[nH]c1ccccc21,i,0.1,-2
CC(C)(C)NC(=O)c1ccccc1NC(=O)c1ccc2c(c1)OCO2,i,-1.2,14
Cc1c(C(=O)NC2CCCc3ccccc32)oc2ccc(S(=O)(=O)N3CCCCC3)cc12 (stereo not drawn),i,-0.5,8
Cc1ccc(C(=O)COC(=O)CNC(=O)COc2ccccc2C)cc1C,i,0.4,8
COc1ccccc1/C=C/c1nc2ccccc2c(=O)o1,i,0.9,12
COC(=O)Cn1c2ccc(C)cc2c2nc(C)sc21,i,/,12
CSc1nc(-c2ccccc2)nc(N2CCN(C)CC2)c1C(C)=O,i,0.5,24
COc1cc(=O)n2c(n1)SCCC2,i,-0.7,5
O=C(Cn1c(=O)oc2ccccc21)NCC1COc2ccccc2O1 (stereo not drawn),i,-0.2,1
C=CCSc1nc2c(cnn2-c2ccccc2)c(=O)n1N,i,-1.1,19
Cc1nn(C)c(Oc2cccc(Cl)c2)c1C=O,i,0.0,8
Cc1ccsc1/C=C1\CCc2ccccc2C1=O,i,8.1,26
COc1ccccc1C(=O)NCC(=O)NCc1cc(=O)n(C)c(=O)n1C,i,-0.7,12
Cc1ccc(S(=O)(=O)N2CCCCC2CCNC(=O)C(=O)NCc2ccncc2)cc1 (stereo not drawn),i,-1.8,6
c1ccc(-n2cccc2CNC2CCCCC2)cc1,i,-1.5,13
Cc1ccc(N=Nc2c(O)[nH]c(=O)[nH]c2=O)cc1S(=O)(=O)Nc1ccc(Br)cc1,/,-1.3,12
CN(Cc1ccccc1)C(=O)Cn1c(=O)oc2cc(S(=O)(=O)NCc3ccccc3)ccc21,i,-1.1,48*
O=C(O)c1ccc(N=NNc2cccc([N+](=O)[O-])c2)cc1,i,1.3,21
COC(=O)C1(C)CC1(c1ccccc1)c1ccccc1 (stereo not drawn),i,-0.4,1
Cc1ccc(/C=C2\CCC3=C2OC(N)=C(C#N)C3c2ccc(C)cc2)cc1 (stereo not drawn),i,-1.7,3
CCOC(=O)c1c(C)oc2c1c(C(c1cccnc1)N1CCCCC1)c(O)c1ccccc12 (stereo not drawn),i,-0.8,95*
CN(C(=O)c1ccccn1)c1nnc(-c2ccccn2)s1,i,-2.7,16
COc1ccc(CNC(=O)CN2C(=O)c3ccc([N+](=O)[O-])cc3C2=O)cc1,i,0.0,76*
CC(C)[C@H](Nc1ncnc2c1oc1ccccc12)C(=O)O,i,0.7,6
CN(C)c1ccc(S(=O)(=O)N(C)C)cc1[N+](=O)[O-],i,1.4,10
CC(C)Sc1ncnc2c1cnn2-c1ccccc1,i,-1.4,16
CC(=O)O[C@H]1CC(=O)OC(C)(C)C2CC(=O)[C@]3(C)C(CC[C@@](C)([C@@H](O[C@@H]4O[C@H](CO)[C@@H](O)[C@H](O)[C@H]4O)c4ccoc4)[C@@]34O[C@@H]4C(=O)O)[C@]21C (stereo partly drawn),/,-2.5,18
CC1Cc2cc(-c3csc(N)n3)ccc2O1 (stereo not drawn),i,-3.2,14
COc1ccc(Cn2c(=O)[nH]c3cc(C(=O)NCc4ccc5c(c4)OCO5)ccc3c2=O)cc1,i,-1.8,7
Cc1ccc(OCC(COCc2ccccc2)NC(C)C)cc1 (stereo not drawn),i,-1.5,1
CCOc1ccc2nc(SCC(=O)Nc3ccc4c(c3)OCO4)sc2c1,i,-0.6,14
Oc1ccc(-c2csc(Nc3ccccn3)n2)cc1O,i,7.4,17
O=C(NCC1CCCO1)c1cnn2c1NC(c1ccccc1)CC2C(F)(F)F (stereo not drawn),i,-1.6,12
CCOC(=O)C1=C(CCc2ccccc2)NC(=O)NC1c1ccc2ccccc2c1 (stereo not drawn),i,-1.9,57
Cc1ccc(NC(=O)COC(=O)c2ccco2)cc1,i,0.7,11
CCN(CC(=O)Nc1c(F)cccc1F)C(=O)c1cccc(S(=O)(=O)N2CCc3ccccc3C2)c1,i,-1.1,11
Cc1ccccc1Cn1cc(NC(=O)c2nc3ncccn3n2)cn1,i,-0.3,3
O=S(=O)(c1ccc(F)c(F)c1)N1CCN(Cc2ccc3c(c2)OCO3)CC1,i,-0.5,19
CCN(CC)S(=O)(=O)c1ccc(N2CCOCC2)c(NC(=O)Cc2ccccc2)c1,i,-1.4,9
Cc1ncc(CN2CCC(n3nccc3NC(=O)c3ccccc3)CC2)s1,i,-2.4,15
O=C(O)CSc1nnc(-c2ccccc2)c(-c2ccccc2)n1,i,-0.8,5
O=C1c2ccc([N+](=O)[O-])cc2C(=O)N1c1ccc(Cl)cn1,i,1.3,22
CC(C)(C)OC(=O)N1CCN(C(=O)c2[nH]cnc2C(=O)NCC(=O)OCc2ccccc2)CC1,i,1.2,6
Cc1ccc(N2C(=O)N(Cc3ccccc3C)c3ccccc3S2(=O)=O)cc1,i,-1.9,43
Cc1n[nH]c(C)c1S(=O)(=O)N1CCCC(C(=O)NCc2ccc(F)cc2)C1 (stereo not drawn),i,-0.7,17
O=S(=O)(c1ccc(-c2csc(-c3cccnc3)n2)cc1)N1CCCC1,i,-0.1,5
Cc1cc(C(=O)Nc2ccccc2N2CCOCC2)no1,/,-1.1,-3
COc1ccc(NC(=O)CSc2ccc3nnc(-c4cccnc4)n3n2)c(OC)c1,i,0.7,25
CCOc1cc(CNC2CCCC2)c(Cl)cc1OCC(=O)Nc1ccccc1,i,0.5,26
NC(=S)Nc1cc2ccccc2c2ccccc12,i,2.2,4
Cc1cccn2c(=O)c3cc(C(=O)NCc4ccco4)c(=N)n(C4CCCCC4)c3nc12,i,2.6,35
CC(C)C(=O)Nc1cccc(NC(=S)NC(=O)c2ccc([N+](=O)[O-])cc2)c1,i,0.5,23
C/C(=C\C(=O)c1ccccc1)NNc1nc2ccccc2s1,-5.7*,-1.8,-10
C[C@H](CO)N1C[C@H](C)[C@@H](CN(C)S(=O)(=O)c2cccs2)Oc2ccc(NC(=O)CCC(F)(F)F)cc2C1=O,/,-0.4,17
COc1ccc(Cl)cc1NC(=O)CCS(=O)(=O)c1ccc(C)cc1,i,-1.4,10

# (list continues)
compound,KCNQ2 block,STK33 inh,OX1R antag
CC(Oc1ccc(Cl)cc1C(N)=O)C(=O)N1CCc2ccccc21 (stereo not drawn),/,-1.4,25
Fc1ccccc1/C=N/n1c(C2CCCCC2)n[nH]c1=S,i,-0.6,-2
CC(=O)c1ccc(NC(=O)C2CC(c3ccc(F)cc3)=NO2)cc1 (stereo not drawn),i,-0.4,-1
c1ccc2oc(-c3ccn[nH]3)cc2c1,i,5.0,6
CCOC(=O)CSc1nnc(CSc2nc3sc4c(c3c(=O)[nH]2)CCCC4)n1-c1ccccc1,i,0.1,2
Cc1noc(C)c1S(=O)(=O)N(C)C[C@H]1Oc2c(NC(=O)Nc3ccc(C(F)(F)F)cc3)cccc2C(=O)N([C@H](C)CO)C[C@@H]1C,/,-0.8,1
CSc1cccc(NC(=S)N2CCCN(Cc3cccc(Cl)c3)C2)c1,i,-1.1,11
O=C(O)c1cc(NCc2ccc3c(c2)OCO3)ccc1N1CCOCC1,i,1.0,10

# Additional results follow.
# Results follow in this order: KCNQ2 block, STK33 inh, OX1R antag
> NC(=O)C1CCN(c2nc3ccccc3nc2NS(=O)(=O)c2ccc(Br)cc2)CC1
    /, -0.8, 8
> COc1ccc(CCNC(=O)CSc2nc3cc(Cl)ccc3o2)cc1OC
    i, -1.9, 30
> Oc1ccc(Cl)cc1C=NCCc1ccccc1
    i, -0.5, 9
> O=C(COc1ccc2c(c1)OCO2)Nc1nnc(Cc2ccccc2)s1
    i, 0.1, 4
> O=C(CN(C(=O)C1CSC(=O)C1)c1cccc(F)c1)NCc1ccc2c(c1)OCO2 (stereo not drawn)
    i, -0.9, 15
> COc1ccc(Oc2cn[nH]c2-c2ccc(O)cc2O)cc1
    i, 2.7, 1
> COc1ccc(Cl)cc1C(=O)OCC(=O)NCCNC(=O)COC(=O)c1cc(Cl)ccc1OC
    i, -1.9, 59*
> COc1cccc(OC)c1C(=O)OCC(=O)Nc1cccnc1Cl
    i, 0.4, 9
> COC(=O)C1N[C@@H]([C@@H](NC(=O)COc2ccccc2)C(=O)Nc2ccc(OC)cc2)SC1(C)C (stereo partly drawn)
    i, -0.1, 38
> Cc1ccc(/C=C/C(=O)N2CCCC(C(N)=O)C2)o1 (stereo not drawn)
    i, -0.1, 13
> NC(=O)c1ccc(NC(=O)COC(=O)c2c3c(nc4ccccc24)/C(=C\c2cccs2)CCC3)cc1
    i, -2.5, 31
> N#Cc1cc2c(cc1NC(=O)CCn1cnnn1)OCO2
    i, -0.8, 10
> Cc1ccc(C(=O)Nc2ccccc2C(=O)NC(Cc2c[nH]c3ccccc23)C(=O)O)cc1 (stereo not drawn)
    i, -3.0, 50*
> CCOC(=O)N/N=C\c1sccc1C
    i, -2.5, 6
> CCn1c(CC(=O)Nc2ccc(C)cc2)n[nH]c1=S
    i, -0.8, 38
> O=C(c1cc([N+](=O)[O-])cc([N+](=O)[O-])c1)N1CCOCC1
    i, 1.5, 111*
> COc1ccc2c(c1)C(=O)N1[C@H]3c4cc(Br)ccc4OC[C@@H]3[C@H](c3ccccc3)[C@]1(C)C(=O)N2
    /, 0.5, 43
> C#CCN1C(=O)C(O)(CC(=O)/C=C/c2ccco2)c2ccccc21 (stereo not drawn)
    i, -0.1, 19
> OC1CCN(CC(O)C(F)(F)F)CC1 (stereo not drawn)
    i, -1.9, -5
> O=C(O)CS/C(=C\c1ccc(F)cc1)c1nc2ccccc2s1
    i, -0.7, 27
> COc1cc(C(=S)N2CCCC2)cc(OC)c1OS(=O)(=O)c1ccc(NC(C)=O)cc1
    i, 0.0, 44
> COc1ccc(NC(=S)NCC(c2cccnc2)N2CCOCC2)cc1 (stereo not drawn)
    i, /, 12
> COc1ccc(CCNC(=O)C2CCN(Cc3nc(-c4cccc(Cl)c4)oc3C)CC2)cc1OC
    i, 0.0, 15
> Cn1c(Cc2ccc3c(c2)OCO3)nnc1SCC(=O)NC(C)(C)C
    i, -1.3, 0
> O=C(CC(=O)N1CCN(c2ccccn2)CC1)Nc1ccc2nc3n(c(=O)c2c1)CCCCC3
    i, 1.3, 14
> COc1cc([N+](=O)[O-])c2nccnc2c1
    i, -1.8, 21
> COc1ccc(N2CC(C(=O)Nc3nnc(SCc4cccnc4)s3)CC2=O)cc1 (stereo not drawn)
    i, -0.7, 22
> COC(=O)CNC(=O)C1CCN(c2nc(C)cc(C)n2)CC1
    i, -1.2, 7
> CCOc1ccc(C2CC(c3cccc(OC)c3)Nc3ncnn32)cc1 (stereo not drawn)
    i, 0.3, 9
> COc1cc(OC)c(OC)cc1/C=N/NC(=O)c1ccc2nc[nH]c2c1
    i, 1.5, 11
> CC(=O)c1c(C)[nH]c(C(=O)OCC(=O)NNC(=O)c2ccc([N+](=O)[O-])cc2)c1C
    /, 1.5, 21
> O=C(O)C1C2C=CC3(O2)C1C(=O)N1c2ccccc2C2OCCC2C13 (stereo not drawn)
    i, -2.0, 13
> Cc1ccc(NC(=O)C2=C(C(=O)O)CCCC2)cc1F
    i, -0.1, 5
> NNC(=O)CC1NCCN(Cc2ccccc2)C1=O (stereo not drawn)
    i, 1.9, -9
> c1ccc(Nc2nc(NCc3ccco3)c3ccccc3n2)cc1
    i, 5.6, 16
> CCCCc1cc(=O)oc2c(C)c(OCC(=O)N3CCCC3)ccc12
    i, 2.6, 22
> CN1C(=O)C(CC(=O)Nc2ccc(Cl)cc2)N(Cc2ccco2)C1=S (stereo not drawn)
    i, 1.2, 2
> CCOc1ccc(Cc2nc(N)nc(N)n2)cc1
    i, -0.9, 3
> CCOc1ccc(NC2=NCCC(=O)N2Cc2cccs2)cc1
    i, 0.0, 19
> CC1=C(C(N)=O)C(c2cccs2)n2nc(-c3cccc(Cl)c3)nc2N1 (stereo not drawn)
    i, 1.0, 19
